TbPYK inhibitor: inhibitors of Trypanosoma brucei pyruvate kinase; Q57TT1; AID 624173; 410,000 compounds, 0.12% hits; Potency, µM (doses to about 76.8 µM), for inactives: top-dose activity, negative = inhibition, actives largely listed as inhibitors; TbPYK enzyme, Kinase-Glo Plus ATP luminescence, 45 min; further: nearly all actives have a fitted effect of over 50% in size
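Assay buffer: 50 mM TEA pH 7.2, 100 mM KCl, 10 mM MgCl2, 0.05% BSA, 0.01% Tween-20. Pyruvate kinase from T. brucei plus substrate met compound, then ADP (130 uM final). Luminescence was read post 45 min RT.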
HCV inh: inhibitors of hepatitis C virus infection; Huh7.5.1 HCVcc-Cre infection, luciferase reporter, 44 h; Potency, µM (doses to about 41.8 µM), without a hit: at the highest dose activity change, negative = inhibition, hits mostly inhibitors; 340,000 compounds, 3.4% hits; AID 651820
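1,000 cells/well; 4 h culture; + compound; + HCVcc-Cre (~0.5 moi); 44 h; luciferase substrate, RT 15 min; read 15 sec.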
* hit, by the source's call; u = inconclusive; [ ] = remark or other dose. The call rests on the fitted dose curve; in most records, active means well fitted curve in the direction sought with a large enough effect; inconclusive means small, poorly fitted or top-dose-only effect, or another doubt; inactive means no such curve, though single readings can be large; an effect the other way counts as inactive or inconclusive. On the % scale 0 is the no-effect control and ±100 the full control effect; potency means the concentration at half of the fitted maximal effect. Not all compounds are listed; the hit share may differ from the screen's.

1. CC(C)(C)OC(=O)C[C@@H]1C/C=C\C[C@@H](CC(=O)N(CCO)Cc2ccccc2)C(=O)N2CCC[C@H]2COC1=O
2. O=C(c1ccc(N2CCOCC2)c([N+](=O)[O-])c1)N1CCN(c2ccccc2F)CC1
3. CC[C@]12c3[nH]c4cc(CCC(=O)N(C)C)ccc4c3CCN1C(=O)[C@@H](CC(=O)NCC13CC4CC(CC(C4)C1)C3)C[C@@H]2C(=O)N1CCN(C(=O)c2ccco2)CC1
4. CC(C)(CNS(=O)(=O)c1ccc(Br)s1)N1CCOCC1
5. O=C(CN1CCN(Cc2cccc(C(F)(F)F)c2)CC1)NCC(=O)Nc1ccc(F)c(F)c1F
6. O=C(Cc1csc(-c2ccccc2)n1)NCC(=O)Nc1ccc(F)c(F)c1F

assay / compound,1,2,3,4,5,6
TbPYK inhibitor,1%,-9%,2%,1%,-6%,0%
HCV inh,-2%,11%,-11%,8%,1%,-3%

7. COCc1nnc(NS(=O)(=O)c2ccc(OC)cc2)s1
8. CCN(C[C@H]1N[C@@](C)(C(=O)OC)[C@H]2C(=O)N(Cc3ccccc3)C(=O)[C@@H]12)C(=O)Nc1ccc(C)cc1
9. O=C1Nc2ccccc2C1=NN1CCCCCC1
10. Cc1ccc(F)cc1NC(=O)/C=C/c1ccc(S(=O)(=O)N2CCOCC2)cc1
11. S=C1NC[C@H](Cc2ccccc2)N1CC1CCN(CCCC2CCCC2)CC1
12. Cc1ccccc1S(=O)(=O)N1C[C@H]2CON(C)[C@H]2C[C@H]1c1cccc(Br)c1

assay / compound,7,8,9,10,11,12
TbPYK inhibitor,-1%,2%,-1%,5%,2%,-5%
HCV inh,10%,2%,-25%,u,u,10%

13. Oc1c(Cl)cc(Oc2cc(Cl)c(O)c(CN3CCOCC3)c2)cc1CN1CCOCC1
14. O=C(OCC(=O)N1CCC(Cc2ccccc2)CC1)c1cc(Br)ccc1O
15. CN(C(=O)c1cccc(NC(=O)Cc2cccc(NC(=O)C3CCN(C(=O)CCc4ccccc4)CC3)c2)c1)C1CC1
16. O=C(CCc1ccccc1)Nc1ccccc1OC(=O)c1ccccc1
17. COC(=O)c1nn(-c2ccccc2)c(Cl)c1/C=N/OCc1c(Cl)cccc1Cl
18. O=C(COc1cccc(C(F)(F)F)c1)NCC(c1ccco1)N1CCCC1 (stereo unspecified)

assay / compound,13,14,15,16,17,18
TbPYK inhibitor,-4%,3%,6%,-3%,2%,-8%
HCV inh,u,-4%,u,-3%,13%,-17%

Laid out differently: 4 of the compounds above
The line under a structure holds: TbPYK inhibitor | HCV inh
14	O=C(OCC(=O)N1CCC(Cc2ccccc2)CC1)c1cc(Br)ccc1O
    3% | -4%
2	O=C(c1ccc(N2CCOCC2)c([N+](=O)[O-])c1)N1CCN(c2ccccc2F)CC1
    -9% | 11%
5	O=C(CN1CCN(Cc2cccc(C(F)(F)F)c2)CC1)NCC(=O)Nc1ccc(F)c(F)c1F
    -6% | 1%
4	CC(C)(CNS(=O)(=O)c1ccc(Br)s1)N1CCOCC1
    1% | 8%

(further entries)
19. CN(C)CCN(C(=O)C1=COCCO1)c1nc2ccc(F)cc2s1
20. COc1ccc(S(=O)(=O)Nc2cccc3c2O[C@H](CN(C)C(=O)Nc2ccc(C(F)(F)F)cc2)[C@@H](C)CN([C@H](C)CO)C3=O)cc1
21. CCOc1cc(N2CCOCC2)c(OCC)cc1NC(=O)c1ccc(OC)c(S(=O)(=O)N2CCOCC2)c1
22. O=S(=O)(c1cc(Cl)cc(Cl)c1)N1CCC2CC1c1cc(Cl)ccc12 (stereo unspecified)
23. CCOC(=O)C1CCN(C(=O)C(C)Sc2nnc3ccccn23)CC1 (stereo unspecified)
24. CCN(CC)C1Oc2cc3c(cc2C(c2cccc(OC)c2O)C1C)OCO3 (stereo unspecified)

assay / compound,19,20,21,22,23,24
TbPYK inhibitor,-17%,-6%,5%,0%,1%,-11%
HCV inh,2%,-24%,-23%,-5%[8.37 µM],u,-17%

25. CCCc1cc(=O)[nH]c(SCC(=O)Nc2cc(S(=O)(=O)N(CC)c3ccccc3)ccc2Cl)n1
26. CC(C)NC(=O)Nc1ccc2c(c1)C(=O)N([C@H](C)CO)C[C@H](C)[C@@H](CN(C)C(=O)Nc1ccc(C(F)(F)F)cc1)O2
27. O=C1NC(=O)C(=Cc2ccco2)S1
28. CCOC(=O)[C@@H]1[C@H]2COc3cc(OC)ccc3[C@@H]2N2C(=O)N(c3ccc(Cl)cc3)C(=O)[C@]12C
29. CCOC(=O)[C@@H]1[C@H]2COc3ccc(Br)cc3[C@@H]2N2C(=O)N(c3ccc(OC)cc3)C(=O)[C@@]12C
30. Cc1cc(C(=O)Cn2cnc3ccc(Cl)cc3c2=O)c(C)n1C1CC1

assay / compound,25,26,27,28,29,30
TbPYK inhibitor,-2%,0%,-9%,1%,1%,-1%
HCV inh,-7%,-8%,20%,-27%,8%,u

Some of the entries so far, with values under each structure:
Each structure is followed by: TbPYK inhibitor, HCV inh
#26 CC(C)NC(=O)Nc1ccc2c(c1)C(=O)N([C@H](C)CO)C[C@H](C)[C@@H](CN(C)C(=O)Nc1ccc(C(F)(F)F)cc1)O2
    0%, -8%
#29 CCOC(=O)[C@@H]1[C@H]2COc3ccc(Br)cc3[C@@H]2N2C(=O)N(c3ccc(OC)cc3)C(=O)[C@@]12C
    1%, 8%

Later entries
31. CC1(C)CC(=O)C=C(NCCCN2CCCC2=O)C1
32. CC(OC(=O)CCc1nc2ccccc2c(=O)[nH]1)C(=O)Nc1cccc(C(F)(F)F)c1 (stereo unspecified)
33. COC(=O)c1ccc(COC(=O)CSCC(=O)Nc2ccc(C)cc2C)cc1
34. COc1ccc2[nH]cc(CCNC(=O)Cn3cc(C)c(=O)[nH]c3=O)c2c1
35. CC(C)N(C(=O)[C@H]1C[C@H](CC(=O)NCCCn2ccnc2)C(=O)N2CCc3c([nH]c4ccc(Cl)cc34)[C@]12C)C(C)C
36. COC(=O)Cc1c(-c2[nH]c3ccccc3c2CC(=O)OC)[nH]c2ccccc12

assay / compound,31,32,33,34,35,36
TbPYK inhibitor,-10%,-2%,1%,-4%,-15%,-5%
HCV inh,14%,4%,5%,22%,u,u

37. Cn1c(C(=O)NCCCN2CCN(c3ccc(F)cc3)CC2)cc2c(=O)n(C)c3ccccc3c21
38. C(=C1c2ccccc2-c2ccccc21)c1ccccn1
39. COc1c(S(=O)(=O)N2CCCCC2)ccc2c(S(=O)(=O)N3CCCCC3)cccc12
40. Cc1cc(C)n2nc(C)c(-c3ccccc3)c2n1
41. CN1CCC(c2c[nH]c3ccc(O)cc23)CC1
42. O=C1CC(N2CCN(S(=O)(=O)c3ccccc3F)CC2)C(=O)N1c1ccc(F)cc1F (stereo unspecified)

assay / compound,37,38,39,40,41,42
TbPYK inhibitor,-3%,1%,-2%,1%,1%,4%
HCV inh,2%,u,u,-29%,u,9%

43. O=c1[nH]c2cc3c(cc2cc1CN(CCc1ccccc1)C(=S)NCCCN1CCOCC1)OCCO3
44. CCN(C(=O)CSc1nc(C)cc(=O)[nH]1)C1CCCCC1
45. O=C1NC2C(=CC(O)C(O)C2O)c2cc3c(c(O)c21)OCO3 (stereo unspecified)
46. O=C(Nc1cccc(Cl)c1)C1CC1c1ccccc1 (stereo unspecified)
47. Cc1cc(Br)c(Oc2cc(NN3CCCCC3)c([N+](=O)[O-])cc2[N+](=O)[O-])c(Br)c1
48. CC1CC(=O)Nc2ccccc2N1 (stereo unspecified)

assay / compound,43,44,45,46,47,48
TbPYK inhibitor,-14%,1%,5%,-3%,5%,1%
HCV inh,u,27%,0.25µM*,-9%,25%,14%

49. O=C(CSc1nnnn1-c1ccc(Cl)cc1)NC1CCS(=O)(=O)C1 (stereo unspecified)
50. Cc1ccc(S(=O)(=O)N/N=C/c2ccc(OCC(=O)NC(C)C)cc2)cc1
51. CC1CN1P1(=O)OCC(C)([N+](=O)[O-])CO1 (stereo unspecified)
52. Cn1c(SCC(=O)Nc2ccc(N3CCOCC3)c(Cl)c2)nnc1-c1ccccc1
53. COc1ccc(CN2C(CC(=O)Nc3cccnc3)c3ccc(C(F)(F)F)cc3S2(=O)=O)cc1 (stereo unspecified)
54. O=C1NC(=O)C(CCc2ccccc2)(c2ccccc2)N1 (stereo unspecified)

assay / compound,49,50,51,52,53,54
TbPYK inhibitor,-2%,7%,-5%,-10%,3%,-6%
HCV inh,4%,8%,33%[activator],-16%,6%,0%

55. CC(=NNC(=S)N1CCN(c2ccccn2)CC1)c1nccs1
56. Cc1cn(CC(=O)N[C@H](CO)Cc2c[nH]c3ccccc23)c(=O)[nH]c1=O
57. C[C@H](O)[C@@]1(O)CC[C@H]2[C@@H]3CC[C@@H]4C[C@H](O)CC[C@]4(C)[C@H]3CC[C@@]21C
58. Cc1[nH]c2ccccc2c1SCCN
59. CC(C)c1cccc(C(C)C)c1OCCCCCN1CCOCC1
60. COc1ccccc1CNCC(=O)Nc1cc(S(=O)(=O)N2CCCCC2)ccc1C

assay / compound,55,56,57,58,59,60
TbPYK inhibitor,u,1%,-2%,-2%,-3%,-5%
HCV inh,1.3µM*,14%,0%,-6%,-15%,u

Single values from the list.
Under TbPYK inhibitor, Cc1cn(CC(=O)N[C@H](CO)Cc2c[nH]c3ccccc23)c(=O)[nH]c1=O reads 1%
Under TbPYK inhibitor, Cc1[nH]c2ccccc2c1SCCN reads -2%
Under HCV inh, C[C@H](O)[C@@]1(O)CC[C@H]2[C@@H]3CC[C@@H]4C[C@H](O)CC[C@]4(C)[C@H]3CC[C@@]21C reads 0%
Under TbPYK inhibitor, COc1ccccc1CNCC(=O)Nc1cc(S(=O)(=O)N2CCCCC2)ccc1C reads -5%
Under HCV inh, CC(C)c1cccc(C(C)C)c1OCCCCCN1CCOCC1 reads -15%
Under HCV inh, CC(=NNC(=S)N1CCN(c2ccccn2)CC1)c1nccs1 reads 1.3µM*

Remaining list, next part.
61. C[C@]12CCC3C(CC[C@H]4C[C@@H](O)CC[C@]34C)C1C[C@@H](Br)[C@@H]2O (stereo partly specified)
62. O=C(O)/C=C(/c1ccccc1)C(F)(F)F
63. O=C(C[C@H]1C[C@H](C(=O)N2CCOCC2)[C@@]2(CCC3CCCC3)c3[nH]c4cc(-c5ccco5)ccc4c3CCN2C1=O)NCCC1=CCCCC1
64. CS(=O)(=O)NNC(=O)Cn1nnc(-c2ccc(OCc3ccccc3Cl)cc2)n1
65. COCCNC(=O)c1ccccc1N(Cc1ccccc1)S(=O)(=O)c1ccccc1
66. CCN(CC)C(=O)[C@H]1C[C@H](CC(=O)NCCCN(C)C)C(=O)N2CCc3c([nH]c4cc(-c5ccco5)ccc34)[C@]12C

assay / compound,61,62,63,64,65,66
TbPYK inhibitor,7%,-8%,-11%,3%,5%,3%
HCV inh,12%,8%,u,11%,-3%,u

67. COC(=O)[C@]1(C)N[C@H](CN(C)S(=O)(=O)c2ccc(C(C)(C)C)cc2)[C@@H]2C(=O)N(C)C(=O)[C@@H]21
68. O=C(CSc1nc2c(c(=O)n1-c1ccc(F)cc1)SCC2)Nc1ccc2c(c1)OCO2
69. CC(C)CN(C(=O)COC(=O)c1cc(=O)[nH]c2ccccc12)c1c(N)n(Cc2ccccc2)c(=O)[nH]c1=O
70. CN1C(=O)c2cccc3c(Br)ccc(c23)C1=O
71. CCOc1ccccc1C=NN=Cc1ccccc1O
72. COC(=O)C[C@H]1c2cc(C(F)(F)F)ccc2S(=O)(=O)N1c1ccc(N(C)C)cc1

assay / compound,67,68,69,70,71,72
TbPYK inhibitor,4%,-11%,2%,-13%,-4%,-15%
HCV inh,-17%,-4%,-10%,-3%,-21%,-10%

73. COc1ccc(NC(=O)Nc2ccc3c(c2)C(=O)N([C@@H](C)CO)C[C@@H](C)[C@@H](CN(C)S(=O)(=O)c2cccs2)O3)cc1
74. COC(=O)[C@@]1(Cc2ccccc2)[C@H]2C(=O)N(C)C(=O)[C@H]2[C@H]2CN=C(SCc3ccc(C)cc3)N21
75. Oc1ccccc1C=NN=CC=Cc1ccccc1
76. Cc1cccc(NC(=O)NNC(=O)c2ccccn2)c1
77. Cc1ccc2c(COC(=O)CNS(=O)(=O)c3ccccc3)cc(=O)oc2c1
78. CN1C(=O)C[N+]([O-])=C(c2ccccc2)c2cc(Cl)ccc21
79. O=C1CCCN1CCCNS(=O)(=O)c1cccs1
80. CNC(=S)Nc1ccc(N2CCCC2)c(S(=O)(=O)Nc2ccc(OC)cc2)c1

assay / compound,73,74,75,76,77,78,79,80
TbPYK inhibitor,6%,-2%,-4%,5%,9%,1%,-3%,3%
HCV inh,-2%,13%,-5%,8%,8%,6%,12%,-9%

High-throughput results from PubChem BioAssay.
